# From PubChem
# D2 potentiator: HTS Assay for Positive Allosteric Modulators of the Human D2 Dopamine Receptor: Primary Screen for Potentiators; D(2) dopamine receptor (Homo sapiens), P14416; HEK293 T-REx D2, calcium flux, EC20 dopamine potentiation; potentiation, % at 10 µM; actives 0.34% (n = 340,000); AID 485347, 2010;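 active means potentiation over 3 SD above the plate norm, cut at about 30% in these data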; further: 0% is about no effect
# Target sequence (P14416 whole entry, looked up): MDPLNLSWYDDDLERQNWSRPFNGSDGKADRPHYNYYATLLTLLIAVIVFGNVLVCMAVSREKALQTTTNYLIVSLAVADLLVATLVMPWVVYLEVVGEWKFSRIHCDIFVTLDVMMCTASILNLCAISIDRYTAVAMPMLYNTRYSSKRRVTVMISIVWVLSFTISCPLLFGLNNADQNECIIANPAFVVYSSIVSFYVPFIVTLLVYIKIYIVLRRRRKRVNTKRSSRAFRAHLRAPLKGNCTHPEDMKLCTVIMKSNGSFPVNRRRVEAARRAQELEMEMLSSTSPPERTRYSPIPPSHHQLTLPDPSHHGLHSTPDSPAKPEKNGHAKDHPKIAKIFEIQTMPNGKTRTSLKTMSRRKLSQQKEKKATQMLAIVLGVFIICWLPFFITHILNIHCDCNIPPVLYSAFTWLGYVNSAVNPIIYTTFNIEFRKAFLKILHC
#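 Potentiation of an EC20 dopamine calcium response measured kinetically over 180 s, after a preceding 180 s compound-only read flagging agonists. Cells: inducible Hek293 Trex D2 line, 4000/well, cultured overnight at 30 C before dye loading.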
# D1 ag: Allosteric Agonists of the Human D1 Dopamine Receptor: qHTS | D(1A) dopamine receptor (Homo sapiens), P21728 | HEK293 T-REx D1 cells, calcium flux, agonist mode | activation, % at 2 µM | actives 1% (n = 360,000); in the data active means activation above about 30%; further: 0% is about no effect
#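 Tetracycline-induced HEK293 TREx D1 cells, force-coupled to calcium signalling, were dye-loaded with a no-wash calcium kit. Compound was pin-added after a 10 s baseline. Fluorescence was read kinetically at 1 cycle/s for 180 s, with calcium rises flagged as agonism.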
# Vif-A3F inh: qHTS for Inhibitors of Vif-A3F Interactions: qHTS; HeLa A3F-eYFP + Vif (tagged APOBEC3F with the HIV-1 protein that degrades it), YFP fluorescence increase; Potency, µM (doses to about 46.1 µM), without a hit: at the highest dose activity, negative = active; actives 0.2% (n = 390,000); AID 602313, 2012; further: potency means the concentration at half of the fitted maximal effect; % of control where 0% means no effect; nearly all actives have a fitted effect of over 65% in size
#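 Fluorescence increase (Ex 488/Em 500-530) after overnight compound treatment at 37 deg C flags inhibition of Vif-driven A3F-eYFP loss in stable HeLa A3F-eYFP/Vif cells seeded overnight beforehand.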
# Glioma ERSR ind: qHTS for Inducers of the Endoplasmic Reticulum Stress Response (ERSR) in Human Glioma: qHTS; U87-MG GRP78 promoter luciferase reporter, 16 h; Potency, µM, for inactives: at the highest dose activation, hits mostly activators; actives 0.02% (n = 420,000); AID 602332, 2012; further: potency means the concentration at half of the fitted maximal effect; series mostly up to about 76 µM; % of control where 0% means no effect; nearly all actives have a fitted effect of over 35% in size
#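 Stably transfected U87-MG human glioma cells carrying a GRP78-based luminescent sensor were seeded at 1000 cells/well, pin-dosed with compounds and incubated 16 h. Luciferase reagent was then added, and end-point luminescence was read after 10 min at room temperature.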
# LDHA block: qHTS assay for inhibitors of human lactate dehydrogenase; purified LDHA, NADH/diaphorase-resazurin fluorescence; hits give low values; activity change, % (values are at about 110 or 230 µM); actives 0.15% (n = 480,000); in the data active means activity change below about -30%; inconclusive means mostly about -25% to -30%;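 further: plate controls were DMSO wells for no effect and wells without enzyme for full effect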
#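 Enzyme activity of human lactate dehydrogenase 5 (2 nM; 0.06 mM NADH, 0.2 mM pyruvate, 5 min, RT) is measured via a resazurin/diaphorase fluorescence readout of residual NADH.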
# Vif-APOBEC3G blk: qHTS for Inhibitors of Vif-A3G Interactions: qHTS; DNA dC->dU-editing enzyme APOBEC-3G (Homo sapiens), Q9HC16; Potency, µM (doses to about 46.1 µM), inactives show top-dose activity, negative = active, actives largely listed as inhibitors; actives 0.076% (n = 410,000); HeLa A3G-eYFP + Vif (tagged APOBEC3G with the HIV-1 protein that degrades it), YFP fluorescence, overnight;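 further: potency means the concentration at half of the fitted maximal effect; on the % scale 0 is the no-effect control and ±100 the full control effect; nearly all actives have a fitted effect of over 60% in size; hits raise eYFP signal because A3G escapes Vif-driven loss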
# Target sequence (Q9HC16 whole entry, looked up): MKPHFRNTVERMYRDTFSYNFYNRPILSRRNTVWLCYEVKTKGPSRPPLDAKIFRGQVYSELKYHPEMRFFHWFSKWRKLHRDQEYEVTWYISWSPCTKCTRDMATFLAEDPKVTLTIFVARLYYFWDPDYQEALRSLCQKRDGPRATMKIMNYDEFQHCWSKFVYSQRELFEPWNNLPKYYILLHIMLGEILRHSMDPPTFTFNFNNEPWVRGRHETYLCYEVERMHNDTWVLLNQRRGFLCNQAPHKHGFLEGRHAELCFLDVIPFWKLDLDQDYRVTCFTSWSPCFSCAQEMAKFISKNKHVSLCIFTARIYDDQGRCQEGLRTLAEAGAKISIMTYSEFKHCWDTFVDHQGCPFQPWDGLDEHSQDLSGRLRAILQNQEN
#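 HeLa cells stably expressing Vif and C-terminally eYFP-tagged A3G, seeded overnight at 37 deg C, then exposed to compound by pintool overnight at 37 deg C. Rise in yellow fluorescence (Ex 488/Em 500-530, Acumen) marks blocked Vif-driven A3G degradation.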
# D1 antagonist: Antagonist of Human D 1 Dopamine Receptor: qHTS; actives 3.2% (n = 360,000); D(1A) dopamine receptor (Homo sapiens), P21728; HEK293 TREx D1 cells, calcium flux, dopamine EC80; hits give low values; activity change, negative = inhibition, % at 10 µM; in the data active means activity change below about -30%; further: on the % scale 0 is the no-effect control and ±100 the full control effect
#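 Using tetracycline-induced force-coupled D1 Hek293 cells and a calcium dye, signals were followed for 180 s after compound, then for 180 s after EC80 dopamine, to detect inhibitors.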
# RXFP1 ag: qHTS Assay for Agonists of the Relaxin Receptor RXFP1; Potency, µM (highest dose often 57.5 µM), for inactives: at the highest dose activation, actives largely listed as activators; HEK293T-RXFP1 cAMP TR-FRET, 30 min; response scale: percent of porcine relaxin response, buffer zero; actives 0.3% (n = 370,000); Relaxin receptor 1 (Homo sapiens), Q9HBX9; further: potency means the concentration at half of the fitted maximal effect; on the % scale 0 is the no-effect control and ±100 the full control effect; nearly all actives have a fitted effect of over 60% in size; many of its hits are not listed in these tables
#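 cAMP rise read by TR-FRET after 30 min, 37C compound exposure (up to 58 uM) in RXFP1-transfected HEK293 cells with Ro 20174 present. EC50 from Hill-equation fits, with 29 nM porcine relaxin as 100% and buffer as basal.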
# D1 potentiator: Potentiators of Human D1 Dopamine Receptor: qHTS | actives 0.036% (n = 360,000) | HEK293 TREx D1 cells, calcium flux, dopamine EC20 potentiation | D(1A) dopamine receptor (Homo sapiens), P21728 | potentiation, % at 10 µM; in the data active means potentiation above about 30%; further: 0% is about no effect
# Active calls of the source: *; ? = inconclusive; . = no result given; & = joins results of further samples. Unless noted, the call rests on the fitted dose curve; in most records, active means well fitted curve in the direction sought with a large enough effect; inconclusive means small, poorly fitted or top-dose-only effect, or another doubt; inactive means no such curve, though single readings can be large; an effect the other way counts as inactive or inconclusive. This is a subset, so the mix of outcomes need not match the whole.
SMILES,D2 potentiator,D1 ag,Vif-A3F inh,Glioma ERSR ind,LDHA block,Vif-APOBEC3G blk,D1 antagonist,RXFP1 ag,D1 potentiator
CCN(CC)S(=O)(=O)c1ccc(C)c(C(=O)Oc2cccc(-c3cnc4ccccc4n3)c2)c1,2,2,1%,0%,-6,-15%,6,0.4%,-8
Cc1ccc(NC(=O)CSCC(=O)N2CCOCC2)cc1,.,0,-6%,-4%,-5,0%,-9,1.5%,-6
CCC(CC)C(=O)N1CCN(c2ccccc2)CC1,7,1,-5%,5%,6,0%,-9,-0.9%,-3
CC(C)c1ccc(-c2c(C#N)c(N)nc3c2CCCCC3)cc1,6,4,.,4%,-13,-9%,0,4.5%,-5
COc1ccc(NC(=O)c2ccccc2NC(=O)C2CCCCC2C(=O)O)cc1 (stereo not given),.,.,-3%,4%,1,-1%,.,.,.
C[C@@H]1CN([C@H](C)CO)C(=O)c2cc(NS(=O)(=O)c3cn(C)cn3)ccc2O[C@@H]1CN(C)S(C)(=O)=O,.,.,0%,-3%,-2,3%,.,.,.
COc1ccc(Cn2c(C(=O)O)c(CNC3CCCC3)c3ccc(C)cc32)cc1,6,1,2%,-3%,-2,2%,5,-0.7%,1
COCCCNC(=S)NNC(=O)Cn1nc(C)c(Br)c1C,-1,2,2%,-3%,-5,0%,10,-0.3%,-2
O=C(c1ccc(=O)[nH]n1)N1CCN(S(=O)(=O)c2ccc(C(F)(F)F)cc2)CC1,-14,1,6%,-3%,0,0%,-9,2.0%,-8
O=C(CN(C(=O)c1ccccc1Cl)N1C(=O)CCCC1=O)c1ccc(Cl)cc1,0,1,-3%,3%,-1,0%,.,0.2%,-4
COc1cccc(NC2=C(C#N)C(=O)NC(c3cccc(OC)c3O)S2)c1 (stereo not given),14,1,1%,1%,7,1%,6,2.3%,0
COc1ccc(S(=O)(=O)N2CCOC2CNC(=O)C(=O)NCc2ccco2)cc1OC (stereo not given),2,1,8%,-4%,-7,0%,1,0.0%,3
CCCNC(=O)C(Cc1ccc(C(F)(F)F)cc1)NC(=O)c1ccc(C#N)cc1 (stereo not given),-5,-2,-3%,-2%,-14,6%,-8,-0.7%,-9
Cc1ccc(Nc2ncnc3c2nc2n3CCCC2)c(Br)c1,4,-2,-7%,-9%,-2,4%,5,7.5%,-2
CCCCOc1ccc(CSc2nncn2N)cc1,-8,3,0%,2%,-5,1%,-7,2.5%,-3
Cc1ccc(NC(=O)CN2C(=O)CSc3ccc(S(=O)(=O)N4CCCCC4)cc32)cc1,-6,2,2%,-1%,-1,0%,-3,0.3%,-4
COc1ccccc1N1CCN(C(=O)c2ccc3c(c2)N(Cc2ccccc2)C(=O)c2ccccc2S3(=O)=O)CC1,10,5,.,.,-3,.,40,-0.6%,1
COC(=O)c1[nH]c2ccccc2c1Sc1ccccc1,-7,2,-30%,1%,-3,-14%,-10,25%,-3
CCCCN(CCCC)S(=O)(=O)c1ccc2oc(C(=O)NCc3ccc(C)cc3)c(C)c2c1,-6,24,0%,-4%,2,-5%,-5,0.2%,0
O=C(Cn1ccc(NC(=O)OCc2ccccc2)nc1=O)NCc1nc2ccccc2[nH]1,1,1,-18%,-6%,1,2%,.,0.5%,0
Cc1ccc(NC(=S)N(CCCN2CCOCC2)Cc2ccccn2)cc1,-5,-2,2%,-3%,-4,-3%,-12,0.2%,-2
COc1ccc2c(c1)C(=O)N1[C@H]3c4cc(Br)ccc4OC[C@@H]3[C@H](c3ccccc3)[C@]1(C)C(=O)N2,12,1,-8%,-2%,-6,?,0,1.2%,-1
CN(C1CCCCC1)S(=O)(=O)c1ccc2c(c1)CCC(=O)N2,-4,2,5%,-4%,0,-5%,-12,0.3%,-3
O=C(COc1ccccc1[N+](=O)[O-])N/N=C/c1ccc(O)c([N+](=O)[O-])c1,9,4,0%,8%,0,-8%,-9,2.7%,9
CSc1nc(NCc2ccco2)c2c3c(sc2n1)CN(C)CC3,-10,1,.,.,.,.,-42*,22%,-9
# Continuation.
SMILES,D2 potentiator,D1 ag,Vif-A3F inh,Glioma ERSR ind,LDHA block,Vif-APOBEC3G blk,D1 antagonist,RXFP1 ag,D1 potentiator
CC(=O)Nc1ccc(NC(=O)COC(=O)Cc2cccs2)cc1,1,1,-9%,-6%,5,1%,7,-1.9%,0
COc1ccc(CCN(C)C(=O)c2cc(-c3ccccc3)nc3ccc(C)cc23)cc1OC,-3,1,0%,1%,-7,2%,2,1.9%,-7
CC12CCC(=O)N1C(C(=O)NCCN1C(=O)S/C(=C\c3ccc(OC(F)F)cc3)C1=O)CS2 (stereo not given),-13,-1,?,-1%,-1,-4%,10,-3.6%,4
Cc1cccc(NC(=O)c2sc3nc(C)nc(N4CCOCC4)c3c2C)c1,.,.,-2%,-1%,-3,-5%,.,.,.
Nc1nc(SCC(=O)NCCc2ccccc2)[nH]c(=O)c1-c1ccccc1,-8,2,.,.,.,.,14,1.1%,-1
CSCCC(NS(=O)(=O)c1ccc2c(c1)OCCO2)C(=O)N(C)Cc1ccc(C)cc1 (stereo not given),0,4,-3%,4%,0,-4%,0,0.7%,-9
Nc1nc(-c2cccnc2)nc2sc3c(c12)CCCC3,3,0,-7%,-1%,-7,-4%,2,3.9%,-7
CCn1c(Sc2ccc(N)cc2Cl)nc2ccccc21,20,1,-3%,0%,-1,-4%,-3,1.3%,1
O=C(COC(=O)CN1C(=O)C2CCCCC2C1=O)NCc1ccc(Cl)cc1Cl (stereo not given),-3,0,-9%,-5%,-6,0%,5,1.2%,0
COc1ccc(N2CCN(C(=O)CN3CCSc4ccccc43)CC2)cc1,-7,4,6%,0%,6,2%,11,0.4%,-1
CCCCOc1ccc(S(=O)(=O)N2CCCCC2)cc1,-15,3,3%,-3%,-6,-4%,15,0.2%,6
Clc1ccc(N=C2SCC3CCCCN23)cc1 (stereo not given),-18,9,8%,7%,-9,2%,-4,0.9%,-4
CCOC(=O)N1CCN(C(=O)COc2ccccc2OC)CC1,-4,4,-2%,-3%,-4,-2%,-4,1.5%,-7
O=c1cc(O)nc(SCc2ccc(Cl)cc2)[nH]1,.,3,-14%,-2%,3,-8%,13,0.0%,-5
COc1ccc(NCc2cccn2-c2nnc(N3CCCCC3)s2)cc1OC,-1,2,4%,0%,19,2%,-6,-4.5%,0
CC(C)(O)C#Cc1ccc(CN2CCC(n3nccc3NC(=O)C3CC3)CC2)cc1,.,1,1%,0%,-3,1%,4,0.5%,-4
COc1ccc(C2/C(=C(/O)c3ccc(F)cc3)C(=O)C(=O)N2c2ccccn2)cc1OC (stereo not given),-2,4,-3%,-2%,-11,-11%,1,1.3%,-4
Cc1cc(C)c(S(=O)(=O)N2CCCC2)c(C)c1,1,3,-4%,1%,-1,0%,-1,3.7%,-3
CSc1ccc(CNC(=O)c2cc3cc(S(=O)(=O)N4CCCCC4)ccc3n2C)cc1,-4,4,5%,-2%,1,-2%,14,3.1%,-3
O=C(Nc1ccc2c(c1)OCO2)N1CCCc2ccccc21,-2,1,-6%,5%,5,5%,-16,0.3%,-4
Cc1ccccc1OCCC(=O)OCC(=O)Nc1ccc(C(N)=O)cc1,-3,3,-9%,-4%,-7,1%,-27,-2.7%,0
COc1ccc(C(C(=O)NC2CCCC2)N(C(=O)c2snc(-c3ccc(F)cc3)c2N)c2ccc(OC)cc2)cc1 (stereo not given),-4,4,-5%,-2%,-2,-6%,-3,5.7%,0
O=C(Cc1coc2cc3c(cc12)CCC3)NC1CCCCCCC1,-3,5,?,-2%,3,-9%,-51*,-0.3%,1
O=C(/C=C/c1ccc(Cl)cc1)Nc1ccc(S(=O)(=O)Nc2ncccn2)cc1,7,3,7%,-3%,-6,-10%,0,0.0%,-7
CC(C)(C)OC(=O)C[C@@H]1C/C=C\C[C@@H](CC(=O)N(CCO)Cc2ccccc2)C(=O)NCCOC1=O,.,.,0%,-1%,-14,0%,.,.,.
# (cont.)
SMILES,D2 potentiator,D1 ag,Vif-A3F inh,Glioma ERSR ind,LDHA block,Vif-APOBEC3G blk,D1 antagonist,RXFP1 ag,D1 potentiator
Cc1ccc(S(=O)(=O)NCC(=O)N(CC(=O)NC2CCCC2)CC2CCCO2)cc1 (stereo not given),1,0,-1%,-6%,1,-2%,-3,-1.5%,2
Cc1ccc(NC(=O)CCC(=O)NNC(=S)Nc2ccccc2)c(C)c1,11,1,0%,1%,-3,0%,-3,-0.4%,-1
Cc1ccc(CCNC(=O)CN(c2ccc(C)cc2)S(=O)(=O)N(C)C)cc1,-1,-2,-1%,-1%,-4,2%,-16,0.9%,-3
CCCn1c(SC(C(=O)Nc2cc(C)ccc2OC)c2ccccc2)nc2ccccc2c1=O (stereo not given),-3,1,-8%,-6%,-4,-7%,-96*,0.4%,1
O=S1(=O)CC(O)C(NCc2cccnc2)C1 (stereo not given),.,2,-4%,-2%,-8,0%,0,0.5%,-8
Cc1cccc(-c2c(NC(=O)c3ccco3)oc3ccc(Cl)cc3c2=O)c1,5,1,-8%,-3%,1&1,13%,13,-0.7%,-7
C=C(C)CN=C1SC(C(=O)Nc2sc3c(c2C(=O)OC)CCC3)C(N)=C1C(N)=O (stereo not given),-6,0,-3%,6%,6,0%,18,-0.2%,7
